Kir21 inh: inhibitors of mouse Kir2.1 inward-rectifier potassium channel; Inward rectifier potassium channel 2 (Mus musculus), P35561; HEK293-Kir2.1, FluxOR thallium flux fluorescence; stronger effect = lower value; B-score at 10 µM; hit rate 0.85% among 310,000; AID 1672, 2009;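 active = fluorescence ratio B-score at or below minus 3 SD of library scores, with starting-brightness B-score within 2 SD, cut at about -4.2 in these data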;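 note: channel flux triggered by added potassium and thallium sulfate stimulus; B-score of peak minus minimum fluorescence over baseline after thallium stimulus; more negative B-score means stronger Kir2.1 block with less thallium influx; some compounds called inactive have numbers as strong as hits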
Target sequence (P35561 whole entry, looked up): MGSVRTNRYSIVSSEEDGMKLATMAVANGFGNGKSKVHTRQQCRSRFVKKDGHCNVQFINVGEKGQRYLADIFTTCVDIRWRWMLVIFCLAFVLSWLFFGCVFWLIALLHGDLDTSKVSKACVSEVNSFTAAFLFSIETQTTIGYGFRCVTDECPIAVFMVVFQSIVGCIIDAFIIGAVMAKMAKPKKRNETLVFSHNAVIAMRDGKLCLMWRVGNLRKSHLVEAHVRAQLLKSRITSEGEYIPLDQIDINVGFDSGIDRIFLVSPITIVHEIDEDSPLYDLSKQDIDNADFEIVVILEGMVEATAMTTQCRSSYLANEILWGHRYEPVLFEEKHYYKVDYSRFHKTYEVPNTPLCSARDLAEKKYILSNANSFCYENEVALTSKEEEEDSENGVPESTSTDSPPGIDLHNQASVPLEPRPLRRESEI
STK33 kinase inh: inhibitors of purified STK33 kinase, primary screen, biochemical, ADP-Glo luminescence, homogeneous, cell-free. Serine/threonine-protein kinase 33 (Homo sapiens), Q9BYT3. MBP phosphorylation. inhibition, % at 10 µM. hit rate 0.073% among 320,000. AID 2661, 2010;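 active = inhibition at or above 25%, using the most active replicate where run in duplicate; inactive = inhibition below 25%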
Target sequence (Q9BYT3 whole entry, looked up): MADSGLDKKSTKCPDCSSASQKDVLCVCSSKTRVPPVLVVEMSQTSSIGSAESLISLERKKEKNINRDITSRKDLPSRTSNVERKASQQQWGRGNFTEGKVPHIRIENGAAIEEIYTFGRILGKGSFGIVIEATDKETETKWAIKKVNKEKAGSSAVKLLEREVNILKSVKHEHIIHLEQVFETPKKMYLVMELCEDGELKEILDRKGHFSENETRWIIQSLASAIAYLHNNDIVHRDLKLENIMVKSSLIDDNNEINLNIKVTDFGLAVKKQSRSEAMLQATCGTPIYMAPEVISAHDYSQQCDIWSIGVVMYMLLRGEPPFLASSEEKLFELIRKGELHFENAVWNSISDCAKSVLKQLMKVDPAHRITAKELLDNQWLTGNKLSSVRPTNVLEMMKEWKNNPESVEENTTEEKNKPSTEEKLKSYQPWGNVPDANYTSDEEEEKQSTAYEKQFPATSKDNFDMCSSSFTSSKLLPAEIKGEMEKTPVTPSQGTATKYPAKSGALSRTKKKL
Starred values were filed as active, the others as inactive; / = not tested or not shown.

The first 2 entries as a preview:
smiles	Kir21 inh	STK33 kinase inh
COc1ccc(/C=N/NC(=O)CCC(=O)Nc2ccc(F)cc2)c(OC)c1	-1.1	-0.7
CN(Cc1cn(C)nc1-c1ccccc1F)CC1CCN(Cc2ccccc2)CC1	-0.64	0.4

Results (from the top)
smiles	Kir21 inh	STK33 kinase inh
COc1ccc(/C=N/NC(=O)CCC(=O)Nc2ccc(F)cc2)c(OC)c1	-1.1	-0.7
CN(Cc1cn(C)nc1-c1ccccc1F)CC1CCN(Cc2ccccc2)CC1	-0.64	0.4
Cc1ccc(C)c(N2CCN(C(=O)CCc3nc4ccccc4[nH]3)CC2)c1	-0.7	1.5
CCO/N=C/C(=O)Nc1ccc(F)cc1F	0.04	-1.1
C=CCNC(=O)c1ccc(C(=O)c2ccccc2)cc1	1.4	-1.5
O=C(CCNc1n[nH]c(=O)[nH]c1=O)N/N=C\c1ccc(Br)cc1	1.2	-4.1
COc1ccc(C(CNC(=O)c2cccc(NS(=O)(=O)c3ccc(C)c(F)c3)c2)N(C)C)cc1 (stereo not given)	0.53	0.6
CCCCNC(=O)c1onc(CSc2cccc(Cl)c2)c1C(=O)O	-1.1	-0.4
O=C(Nc1ccc2c(c1)OCCO2)c1ccc(NC(=O)C2CCCO2)cc1 (stereo not given)	-0.32	-0.6
O=C(NC1CCCC1)c1cccc(S(=O)(=O)N2CCCCC2)c1	0.1	-0.7
C=CCn1c(=O)c(C(=O)Nc2cc(C)ccn2)c(O)c2ccccc21	-0.01	0.3
O=C(NNc1nc(Nc2ccccc2)nc(N2CCOCC2)n1)Nc1ccc(Cl)cc1	-0.33	0.2
CCC(C)NC(=O)c1cn(CC)c2ccc(S(=O)(=O)N3CCCCCC3)cc2c1=O (stereo not given)	0.58	-0.8
O=C1CCC(=O)N1c1ccc(S(=O)(=O)Nc2cccc([N+](=O)[O-])c2)cc1	-0.79	-3.0
CC(C)(C)NC(=O)CN(CCc1ccccc1)C(=O)c1csnn1	0.13	-1.4
CSCCC(NC(=O)c1ccccc1)C(=O)Nc1ccc(NC(C)=O)cc1 (stereo not given)	0.93	0.6
COc1cccc(C(C(=O)NC2CCCC2)N(CC2CCCO2)C(=O)Cc2cccs2)c1 (stereo not given)	-1.1	0.0
O=C(/C=C/c1ccc(Cl)cc1Cl)c1nc2ccccc2[nH]1	0.85	-2.0
O=C(N/N=C/c1cccnc1)c1cccc(N2CCCC2=O)c1	-2.4	-1.7
COc1ccccc1OCCn1c(=O)sc2ccccc21	-0.05	-1.2
CC1C=CCC2C(=O)N(c3ccccc3OC(=O)c3ccco3)C(=O)C12 (stereo not given)	-0.67	0.2
Cc1onc(-c2ccccc2Cl)c1C(=O)Nc1ccc(S(=O)(=O)NCC2CCCO2)cc1 (stereo not given)	0	-1.4
O=S(=O)(c1cccc(C(F)(F)F)c1)N1CCC(O)(c2cccnc2)CC1	-1.4	-0.4
N/C(=N\OC(=O)c1ccc(F)cc1)c1ccccc1	-0.01	3.9
O=C(COC(=O)c1cnccn1)Nc1ncc(C(F)(F)F)cc1Cl	/	-0.8
Cn1c(=O)cc(SCC(=O)N2CCOCC2)c2ccc(Cl)cc21	-1	-0.4
COc1ccc(CN2CCN(C(=O)CCC(=O)Nc3nnc(C(C)C)s3)CC2)cc1F	1.7	0.5
CC(=O)Nc1cc(C(=O)N2CCN(C)CC2)ccc1S(=O)(=O)c1ccc(C)cc1	-0.52	-0.9
O=C(Nc1nccs1)c1ccc(-c2ccc(Cl)cc2)o1	-0.64	-0.2
O=C(Nc1nnc(Cc2ccccc2)s1)C1CCC1	-0.02	-0.2

Continuation:
smiles	Kir21 inh	STK33 kinase inh
Cc1ccc(N2CC(C(=O)Nc3ccc(S(=O)(=O)N4CCOCC4)cc3)CC2=O)cc1Cl (stereo not given)	0.7	0.4
COc1ccc(N2CCN(C(=O)CNC(=O)c3cccc(Br)c3)CC2)cc1	-0.3	-2.4
CCOC(=O)c1cnc(-c2ccccc2)[nH]c1=O	-0.08	-0.7
CC1(C)CC(=O)C(C(=S)Nc2ccc(F)cc2)=C(NCCN2CCOCC2)C1	0.97	-1.1
O=C1C=C(c2ccc(Cl)c(C(F)(F)F)c2)C[C@@H](c2ccc3c(c2)OCO3)C1	/	-0.4
Cc1ccccc1S(=O)(=O)Cc1ccc(C(=O)NCCN(C)Cc2ccccc2)o1	-0.23	1.1
O=S(=O)(c1ccc(S(=O)(=O)n2cnc3ccccc32)cc1)N1CCCCCC1	0.77	0.8
COc1ccc(-c2n[nH]c(=S)n2-c2ccccc2C)cc1	0.56	0.6
CCc1cccc(C)c1N(C(=O)Cn1c(CO)nc2ccccc21)C(C)COC (stereo not given)	0.02	0.7
Cc1ccc(S(=O)(=O)Nc2ccc3[nH]c(=O)[nH]c3c2)c(C)c1	-0.03	6.4
CCc1ccc(OCC(=O)NNC(=O)c2nn(CC)c(=O)c3ccccc23)cc1	0.75	1.2
CN(CC1COc2ccccc2O1)C(=O)c1cc(COc2c(F)cccc2F)on1 (stereo not given)	-0.04	-1.4
COc1ccccc1C(=O)Nc1ccc(OCC(=O)N2CCCCC2)cc1	/	3.9
COc1cc(C#Cc2c(-c3ccccc3)n(C)c3ccccc23)cc(OC)c1	1.1	-0.4
CCCN(C(=O)Cc1c(C(=O)O)n(C)c2ccccc12)c1cccc(C)c1	-0.84	-4.1
O=C(CC1SCCNC1=O)Nc1cccc(C(F)(F)F)c1 (stereo not given)	0.77	0.2
COc1ccc2c(C)cc(=O)oc2c1C	-0.43	-0.8
Cc1cc(NN)nc(NS(=O)(=O)c2ccccc2Cl)n1	-1.3	-0.9
CCc1cccc(CC)c1-n1c(SCn2nnc3ccccc3c2=O)nnc1-c1cccnc1	-1.2	-1.5
COc1cc(Cl)c(C)cc1NC(=O)CSc1ccc(NC(C)=O)cc1	-0.44	2.4
Cc1ccc(/C=N/Nc2nc(C)cc(C)n2)cc1	1.1	0.2
S=c1[nH]nc(-c2cc(-c3ccccc3)n[nH]2)n1/N=C/C(Br)=C/c1ccccc1	0.35	-1.7
O=C(Cc1ccc([N+](=O)[O-])cc1)NNC(=O)c1cccs1	-1.1	-1.6
CCOC(=O)C1(CCCc2ccccc2)CCN(C(=O)c2cnn(CC)c2)CC1	0.9	-1.7
O=C(OCC(=O)N1CCOCC1)c1ccccc1SCC(=O)N1CCCC1	-0.32	-0.9
COCCN(C(=S)Nc1ccc(C)cc1)C(C)c1cccnc1 (stereo not given)	0.07	-2.3
O=C1OC(c2ccccc2)c2ccccc21 (stereo not given)	-0.89	-0.1
O=c1[nH]c2ccccc2c(=O)n1CCCO	0.35	-2.0
CCC1(c2ccccc2)NC(=O)N(CC(=O)Nc2cccc(C#N)c2)C1=O (stereo not given)	-0.05	-0.2
CC(C)(C)C(=O)c1sc2nc(-c3cccs3)cc(C(F)(F)F)c2c1N	-2.1	-1.2

The list continues:
smiles	Kir21 inh	STK33 kinase inh
CC(C)[C@H](NC(=O)c1ccccc1)C(=O)OCC(=O)Nc1ccc2c(c1)OCCO2	1.3	-1.3
COc1ccccc1N1CCN(C2=NS(=O)(=O)c3ccccc32)CC1	-2.7	-0.1
CC(C)c1ccc(C2(O)C(=O)Nc3cc(Br)ccc32)c(O)c1 (stereo not given)	-0.06	0.5
COc1cccc(C(=O)NNC(=O)CCN2CCN(c3ccccc3)CC2)c1	/	-0.7
COc1ccc(C2CC(=O)C(C=NCCN3CCN(C(C)=O)CC3)=C(O)C2)cc1 (stereo not given)	-0.05	0.3
O=C(N/N=C/c1ccc(OC(F)F)cc1OC(F)F)NC1CCCCC1	-1.2	-0.7
Cc1c(NC(=O)c2ccco2)cccc1C(=O)NN1C(=O)c2ccccc2C1=O	-2.3	-2.0
CCn1cc(CCCC(=O)NCc2cccc(OC)c2)c2ccccc21	-2.8	-1.1
Cc1ccc(N2CC(NC(=O)C3CC3)CC2=O)cc1 (stereo not given)	0.85	-2.7
COc1cc(OC)cc(C(=O)N[C@H](C(=O)OCC(=O)c2ccc(C)c([N+](=O)[O-])c2)C(C)C)c1	/	-1.9
O=C(Nc1ccc(NC(=O)c2ccccc2Cl)nc1)c1ccco1	-1.3	3.3
Cc1ccc(NC(=S)N(CCCN2CCCC(C)C2)Cc2ccco2)cc1C (stereo not given)	1.1	-1.8
Cc1cc(Cl)ccc1OCC(=O)N1C(C)CCCC1C (stereo not given)	-0.14	-0.2
O=S(=O)(NCC1CCCO1)c1ccc(-c2ccc(S(=O)(=O)NCC3CCCO3)cc2)cc1 (stereo not given)	-0.19	2.4
COc1ccc(/C=C/c2c([N+](=O)[O-])c(=O)n(C)c(=O)n2C)cc1O	-1	0.0
CCc1cc2c(=O)c(-c3ccc4c(c3)OCCO4)coc2cc1OS(C)(=O)=O	-0.71	-1.0
Cc1cc(Br)ccc1NC(=O)CSc1nnc(CN2CCOCC2)n1C	1.3	-0.2
O=C(NCC1CCCN1S(=O)(=O)c1cccs1)c1ccc(F)c(F)c1 (stereo not given)	0.02	-0.7
COc1ccc(Nc2ncnc3sccc23)c(OC)c1	0.51	-1.0
COCC(=O)Nc1ccc(C(=O)Nc2ccccc2Cl)cc1	-1.4	-1.0
COc1ccc(OCC(=O)Nc2ccc(S(=O)(=O)N(C)c3ccccc3)cc2)cc1	-0.01	/
Cc1c(Cc2ccccc2)c(=O)oc2c(C)c(OCC(=O)Nc3ccc(C#N)cc3)ccc12	0.45	-0.1
O=C(Nc1ccccc1)OCC(CN1CCCCC1)OC(=O)Nc1ccccc1 (stereo not given)	/	-1.9
CC(=O)Nc1ccc(S(=O)(=O)NCC(=O)N2CCN(S(=O)(=O)c3cccs3)CC2)cc1	/	1.2
COc1ccc(C)cc1NC(=O)CCS(=O)(=O)c1ccc2c(c1)CCN2C(C)=O	0.26	-0.2
CCc1nnc(NC(=O)CSc2nnc(C)n2Cc2ccccc2)s1	-1.5	-0.7
O=C(COC(=O)CCC1CCCCC1)Nc1ccc(OC(F)F)cc1	0.02	-1.0
O=c1[nH]c(SCc2cccc([N+](=O)[O-])c2)nc2[nH]ncc12	0.63	-1.3
O=C(Nc1ccccc1C(=O)N1CCCCCC1)c1cccc(S(=O)(=O)N2CCOCC2)c1	-0.63	/
CC1CN(S(=O)(=O)c2ccc(C(=O)N3CCc4ccccc43)cc2)CC(C)O1 (stereo not given)	/	0.1

3 entries out of the list above, sorted by the number in STK33 kinase inh, falling.
smiles	Kir21 inh	STK33 kinase inh
CC(=O)Nc1ccc(S(=O)(=O)NCC(=O)N2CCN(S(=O)(=O)c3cccs3)CC2)cc1	/	1.2
COc1ccc(C)cc1NC(=O)CCS(=O)(=O)c1ccc2c(c1)CCN2C(C)=O	0.26	-0.2
COc1cc(OC)cc(C(=O)N[C@H](C(=O)OCC(=O)c2ccc(C)c([N+](=O)[O-])c2)C(C)C)c1	/	-1.9

Other structures follow.
smiles	Kir21 inh	STK33 kinase inh
O=C(NCc1cccs1)C1CC(c2ccc(Cl)c(Cl)c2)=NO1 (stereo not given)	-0.14	1.7
O=C(NCc1cccs1)C1CCN(S(=O)(=O)c2ccccc2F)CC1	-1	-0.3
COc1ccc(Cl)cc1Nc1nc(-c2sc(NC(=O)c3ccco3)nc2C)cs1	-0.61	0.5
CCN(CC)S(=O)(=O)c1ccc(C(=O)N(c2ccc(C)cc2)C2C=CS(=O)(=O)C2)cc1 (stereo not given)	0.27	0.2
Cc1cc(=O)oc2cc(OCC(=O)Nc3ccc(S(=O)(=O)N(C)C)cc3)ccc12	-0.85	0.2
Cc1cccc(-n2c(-c3ccco3)nc3nc4ccccc4nc32)c1	-0.32	-0.9
O=C(Nc1ncc2c(n1)CC(c1ccco1)CC2=O)c1ccccc1 (stereo not given)	-0.01	0.4
COC(=O)C1C(=O)C=C(Nc2ccc(F)cc2F)CC1c1ccccc1 (stereo not given)	0.91	/
Cn1c(=O)cc(OCCCC(=O)NCc2ccc(F)cc2Cl)c2ccccc21	-2.3	0.1
COCCCn1nnnc1SCC(=O)Nc1ccc2c(c1)OCCO2	-0.31	-5.6
Cc1cc(=O)n(-c2ccc(Cl)cc2)c(=O)[nH]1	1.1	-1.2
COc1ccc(CNC(=O)COC(=O)c2ccc(C)c(S(=O)(=O)N3CCOCC3)c2)cc1OC	/	0.5
COCCN(CCOC)S(=O)(=O)c1ccc(C(=O)Nc2nc(-c3ccccc3)c(C(=O)c3ccccc3)s2)cc1	1.5	-0.1
COc1ccccc1NC(=O)c1cccs1	-0.04	0.5
Cc1cccc(NS(=O)(=O)c2ccc3[nH]c(=O)cc(C(=O)OC(C)C(=O)Nc4ccc([N+](=O)[O-])cc4)c3c2)c1 (stereo not given)	-0.46	0.4
CCOCCCNC(=O)c1ccccc1SCC	-0.35	-0.8
CN(Cc1ccccc1)C(=O)COC(=O)C1CCN(S(=O)(=O)c2ccc(Cl)c(C(F)(F)F)c2)CC1	-0.13	-1.0
O=C(Nn1cnc2ccccc2c1=O)c1ccccc1	1.5	0.3
CS(=O)(=O)NCCNc1ncc(C(F)(F)F)cc1Cl	0.03	0.6

An excerpt of these results, with values ahead of the structure:
| Kir21 inh | STK33 kinase inh | mol |
| --- | --- | --- |
| 1.1 | -1.2 | Cc1cc(=O)n(-c2ccc(Cl)cc2)c(=O)[nH]1 |
| / | 0.5 | COc1ccc(CNC(=O)COC(=O)c2ccc(C)c(S(=O)(=O)N3CCOCC3)c2)cc1OC |
| 1.5 | -0.1 | COCCN(CCOC)S(=O)(=O)c1ccc(C(=O)Nc2nc(-c3ccccc3)c(C(=O)c3ccccc3)s2)cc1 |
| -0.04 | 0.5 | COc1ccccc1NC(=O)c1cccs1 |

Rows are unselected; about 0.84% have a hit in one of these screens.
